Eya2 phos inh: blocks the phosphatase activity of human Eya2 | Potency, µM (titrated, usually from 76.9 µM), for the others: at the highest dose activity, negative = inhibition, hits mostly inhibitors | hit rate 0.006% among 330,000 | recombinant Eya2, OMFP fluorescence dephosphorylation (OMFP is methylfluorescein phosphate) | AID 488837; further: potency means the concentration at half of the fitted maximal effect; on the % scale 0 is the no-effect control and ±100 the full control effect
Target sequence (O00167 whole entry, looked up): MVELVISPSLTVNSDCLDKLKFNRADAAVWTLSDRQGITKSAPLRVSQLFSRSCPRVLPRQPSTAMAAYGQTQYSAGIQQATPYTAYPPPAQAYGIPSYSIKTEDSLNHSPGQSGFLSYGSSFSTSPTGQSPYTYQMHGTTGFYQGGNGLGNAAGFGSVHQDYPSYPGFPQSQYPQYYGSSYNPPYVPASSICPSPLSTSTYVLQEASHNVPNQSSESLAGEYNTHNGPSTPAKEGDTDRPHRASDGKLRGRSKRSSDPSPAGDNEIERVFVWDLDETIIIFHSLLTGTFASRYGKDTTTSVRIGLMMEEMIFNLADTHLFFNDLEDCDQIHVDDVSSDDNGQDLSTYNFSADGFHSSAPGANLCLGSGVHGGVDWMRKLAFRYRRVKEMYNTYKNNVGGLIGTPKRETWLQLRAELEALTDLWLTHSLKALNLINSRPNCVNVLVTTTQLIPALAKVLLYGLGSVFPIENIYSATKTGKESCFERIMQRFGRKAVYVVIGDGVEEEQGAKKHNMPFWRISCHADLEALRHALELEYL
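Eya2 (0.2 uM) preincubated 10 min at ambient with compound, then OMFP substrate added at 50 uM; 10 min reaction in 50 mM HEPES pH 7.5, 50 mM NaCl, 5 uM MgCl2, 0.05% BSA, 1 mM DTT. Fluorescence read at Ex 485/Em 525 nm.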
AT treatment: potential ataxia-telangiectasia treatments restoring KAP-1 phosphorylation. […] A-T fibroblasts, KAP-1 phosphorylation AlphaLISA; neocarzinostatin DNA damage 30 min before lysis. Potency, µM (series often up to 57.5 µM), without a hit: at the top dose activation, most hits filed as activators. hit rate 0.19% among 320,000. AID 485349; further: potency means the concentration at half of the fitted maximal effect; % of control where 0% means no effect; nearly all actives have a fitted effect of over 45% in size
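hTERT-immortalized A-T patient fibroblasts ([…]), 500 cells/well in OPTI-MEM, 1% FBS, got compounds for 60 min, then NCS for 30 min at 37C. Lysates were then assayed for phospho-KAP-1 by AlphaLISA (anti-pKAP1 donor, anti-KAP1 acceptor beads), 6 hr at 25C.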
ASM inhibitor: inhibitors of human secretory acid sphingomyelinase | P17405 | placental ASM, HMU-PC fluorogenic substrate, 60 min | Potency, µM (doses to about 57.5 µM), without a hit: at the highest dose activity change, negative = inhibition, actives largely listed as inhibitors | hit rate 0.006% among 340,000 | AID 504937; further: potency means the concentration at half of the fitted maximal effect
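HMU-PC0 cleavage (9 uM final) by human placental ASM, 60 min at 37 °C following 10 min compound exposure at RT; stopped at pH 10, fluorescence Ex 386/Em 447 nm.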
ELG1 repair inh: blocks ELG1-dependent DNA repair in HEK293T cells; HEK293T ELG1-luciferase reporter, luminescence, 16 h; DNA damage induced by 5-fluorouridine; AID 504467; hit rate 2.3% among 330,000; Potency, µM (doses to about 46.1 µM), inactives show at the top dose activity change, negative = inhibition, most hits filed as inhibitors; further: potency means the concentration at half of the fitted maximal effect; on the % scale 0 is the no-effect control and ±100 the full control effect; nearly all actives have a fitted effect of over 55% in size
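Cells (2,000 per well) received 5-fluorouridine plus test compound or DMSO and were incubated 16 hr at 37 °C, 5% CO2. Luciferase activity was read by luminescence 30 min after ONE-Glo addition; signal suppression marked inhibition of damage-induced ELG1 function.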
Chronic BCR inh: inhibitors of chronic active B-cell receptor signaling; ABC-DLBCL IkBa-CBG/CBR reporter, luminescence ratio, 4 h; Potency, µM (top dose mostly 46.1 µM), for inactives: at the top dose ratio change, negative = lower green/red ratio, hits mostly inhibitors; hit rate 0.05% among 340,000; AID 493014; active means well fitted inhibition curve with a large enough effect in the signal ratio, with a control signal flat, not every such curve was filed as active; inconclusive means small, poorly fitted or top-dose-only effect, or effect the other way, or a change in a side signal; the % refers to the signal ratio;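 further: potency means the concentration at half of the fitted maximal effect; plate controls were basal doxycycline-induced cells for no effect and cells given 10 µM MG132 for full effect; MG132 reads +100%, hits lower the ratio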
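Cell line TMD8 (human ABC DLBCL), stably expressing tet-inducible CBG68-IkBa fusion and CBR; IMDM/0.5% FBS; cpd up to 46 uM; dox induction, 4 h, 37C/5% CO2; dual luminescence; green/red ratio; MG132 control.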
TCR activator: activates T cell receptor signaling; primary human leukocytes, anti-CD3, IL-2 HTRF, 48 h; Potency, µM (series often up to 9.22 µM), for inactives: at the top dose activation of IL-2 secretion, actives largely listed as activators; 330,000 tested, under 10 active; further: % of control where 0% means no effect
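HTRF read-out of IL-2 secretion: europium cryptate donor excited at 320nm, d2 acceptor emission at 665nm. Cells were primary human leukocytes incubated 48 hr with compounds and a-CD3 beads, supplying TCR signal only.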
TSG101-PTAP inh: blocks PTAP/TSG101 interaction to inhibit HIV-1 budding. Fluorescence polarization, FITC-PTAP peptide / Tsg101 binding. 340,000 tested, under 10 active. Q99816. AID 493005. Potency, µM (titrated, usually from 115 µM), for the others: at the highest dose activity change, negative = inhibition, actives largely listed as inhibitors; active means well fitted inhibition curve with a large enough effect in the main read-out, with a control signal flat, not every such curve was filed as active; inconclusive means small, poorly fitted or top-dose-only effect, or effect the other way, or a change in a side signal; inactive means no such curve, though single readings can be large or run the other way; further: potency means the concentration at half of the fitted maximal effect; % of control where 0% means no effect
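Fluorescence polarization binding of Tsg101 binding domain (10 uM final) to FITC-labeled PTAP peptide (50 nM final) in HEPES pH 7.5 buffer with NaCl, Tween 20, EDTA, TCEP. Compounds added before peptide; binding 20 min at RT.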
Tb PFK block: T. brucei PFK enzyme inhibition; Potency, µM (top dose mostly 57.5 µM), without a hit: at the highest dose activity, negative = inhibition, usual class: inhibitors; T. brucei PFK, ADP-Glo luminescence; O15648; hit rate 0.17% among 330,000;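 further: potency means the concentration at half of the fitted maximal effect; 0% = uninhibited 1x PFK enzyme wells and -100% = no-enzyme wells; nearly all actives have a fitted effect of over 60% in size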
Target sequence (O15648 whole entry, looked up): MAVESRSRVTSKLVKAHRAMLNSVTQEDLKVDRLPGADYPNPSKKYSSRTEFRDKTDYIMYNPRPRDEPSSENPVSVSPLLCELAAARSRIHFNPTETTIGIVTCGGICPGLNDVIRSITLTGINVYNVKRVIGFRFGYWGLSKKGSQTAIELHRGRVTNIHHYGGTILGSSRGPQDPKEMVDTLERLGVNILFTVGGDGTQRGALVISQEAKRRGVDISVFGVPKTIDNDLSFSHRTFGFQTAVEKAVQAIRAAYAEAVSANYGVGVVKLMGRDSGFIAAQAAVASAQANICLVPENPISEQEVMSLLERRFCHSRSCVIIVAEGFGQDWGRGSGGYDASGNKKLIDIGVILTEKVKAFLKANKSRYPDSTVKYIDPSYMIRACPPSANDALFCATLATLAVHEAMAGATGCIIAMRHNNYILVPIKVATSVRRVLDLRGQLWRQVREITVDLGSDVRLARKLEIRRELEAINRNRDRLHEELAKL
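In TEA buffer at pH 8.0 with 5 mM MgCl2, enzyme (1.25 nM) converted F6P (0.5 mM) and ATP (0.1 mM) for 45 min at room temperature. ADP product was read by luciferase luminescence.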
a7 integrin act: integrin-mediated muscular dystrophy alleviation activation | alpha7betagal myoblasts, beta-gal FDG fluorescence, 48 h | Potency, µM (titrated, usually from 38.3 µM), for inactives: at the top dose activation, usual class: activators | hit rate 0.064% among 350,000 | AID 624291;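 further: potency means the concentration at half of the fitted maximal effect; 100% = response of the positive control SU9516; nearly all actives have a fitted effect of over 60% in size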
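Alpha7betagal+/- myoblasts (passage 13) were plated 16-24 hr, then exposed to compounds (1:260 dilution of DMSO stock) for 48 hours at 37C. After MPER lysis, β-galactosidase reporter activity was read as FDG fluorescence (ex 480/em 540) after 30 minutes.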
Mito fusion yeast: mitochondrial division inhibition or fusion activation. Potency, µM (doses to about 46.1 µM), without a hit: at the top dose growth rescue (activation), actives largely listed as activators. S. cerevisiae fusion-defective mutant growth rescue, CellTiterGlo 48 h. hit rate 0.23% among 320,000;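 further: potency means the concentration at half of the fitted maximal effect; % of control where 0% means no effect; nearly all actives have a fitted effect of over 45% in size; temperature-sensitive fusion mutants such as fzo1-1 at 37 °C on non-fermentable ethanol glycerol medium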
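Temperature-sensitive fusion-defective S. cerevisiae (e.g. fzo1-1, mgm1-5) were grown with compound in YPEG medium (3% ethanol, 3% glycerol) for 48 hours at 37C. Growth rescue was measured as viability by CellTiterGlo luminescence after 10 minutes at ambient.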
TSHR antag: blocks TSH signaling through the human TSH receptor; P16473; TSHR-expressing cells, TSH-stimulated cAMP HTRF, 2 h; hits give low values; activity change, negative = inhibition, % at 11.5 µM; hit rate 0.2% among 330,000; AID 504810;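 active means activity change below a set negative limit, meaning inhibition stronger than a set level, cut at about -70% in these data; inconclusive means activity change between two set negative limits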; further: on the % scale 0 is the no-effect control and ±100 the full control effect
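TSHR-expressing cells were treated with compounds, then stimulated with TSH at EC80 (4nM final) for 2 hours at 37 deg C. Cellular cAMP was measured by HTRF competition between lysate cAMP and cAMP-d2 for a cryptate-labelled anti-cAMP antibody.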
An asterisk follows results filed as active; ? = inconclusive; · = no result given; [ ] = dose if it differs, or a comment. Unless noted, the call rests on the fitted dose curve; in most records, active means well fitted curve in the direction sought with a large enough effect; inconclusive means small, poorly fitted or top-dose-only effect, or another doubt; inactive means no such curve, though single readings can be large; an effect the other way counts as inactive or inconclusive. This is a random part of the collection; overall some 3.2% were active at least once.

no. | Compound | Eya2 phos inh | AT treatment | ASM inhibitor | ELG1 repair inh | Chronic BCR inh | TCR activator
1 | CCOC(=O)C1(Cc2ccccc2C(F)(F)F)CCN(C(C)CCn2cccn2)CC1 (configuration not stated) | 1% | -5% | 10% | 0% | -8% | 4%
2 | O=C(NNC(=O)c1cnccn1)c1ccc(Cl)cc1 | -6% | -3% | 1% | ? | ? | 5%
3 | O=C(CCN1C(=O)c2ccccc2C1=O)Nc1ccccc1C(F)(F)F | ? | -9% | 1% | 11% | 5% | 0%
4 | O=C1N(Cc2cccnc2)C[C@@H]2C[C@@H](c3cccc(Oc4ccccc4)c3)N3CCC[C@@]123 | 11% | 7% | -2% | ? | -2% | 0%
5 | Cc1ccc(C(=O)NCCC(=O)NCc2cc(=O)n(C)c(=O)n2C)cc1 | 3% | 4% | 5% | ? | -1% | -1%
6 | Cc1cc(S(=O)(=O)N2CCCCC2CCNC(=O)C(=O)NCc2cccnc2)ccc1F (configuration not stated) | -3% | 2% | 1% | -9% | 5% | -5%
7 | COc1ccc(N(CC(=O)Nc2ccc3c(c2)OCCO3)S(=O)(=O)c2cccnc2)cc1 | 10% | 9% | 0% | 2% | ? | 0%
8 | O=[N+]([O-])c1ccc([C@H](O)[C@H](CO)N=Cc2ccccc2O)cc1 | -14% | -3% | -1% | 13% | 4% | 5%

no. | TSG101-PTAP inh | Tb PFK block | a7 integrin act | Mito fusion yeast | TSHR antag
1 | -5% | -12% | -30% | -5% | 1
2 | -4% | 0% | -14% | 2% | 11
3 | 1% | 2% | -3% | -14% | 2
4 | 0% | -2% | ? | 0% | -9
5 | -4% | -2% | 19% | -8% | 11
6 | -3% | 8% | 10% | -3% | -10
7 | -1% | 2% | -8% | -3% | 8
8 | -5% | -19% | 0% | -1% | 17

(more compounds)
no. | Compound | Eya2 phos inh | AT treatment | ASM inhibitor | ELG1 repair inh | Chronic BCR inh | TCR activator
9 | O=C(c1cccc(C(=O)N(c2ccccn2)C2CCCCC2)c1)N(c1ccccn1)C1CCCCC1 | -5% | -5% | -1% | ? | 1% | 2%
10 | CC1CN(C(=O)CN2C(=O)c3ccccc3S2(=O)=O)CC(C)O1 (configuration not stated) | 5% | ? | -1% | 6% | 5% | -1%
11 | CN(C)/C=C1\C(=O)Nc2ccccc21 | -3% | -7% | 0% | -1% | 19% | 3%
12 | COc1ccc(CCNC(=O)C2CCCN2C(=O)Nc2ccc(C)cc2)cc1OC (configuration not stated) | -4% | -4% | 1% | 13% | -2% | 1%
13 | CCc1cc(=O)oc2cc(OCC(=O)NCCCn3ccnc3)c(Cl)cc12 | 4% | 3% | -2% | 19% | -1% | 3%
14 | Cc1ccccc1C(=O)NC1CCN(CC(=O)NCc2ccccc2)CC1 | -7% | 0% | 1% | 3% | ? | 2%
15 | CCOc1ccc(C(=O)Nc2ccc(Cl)cn2)cc1Cl | 3% | -7% | -3% | ? | ? | 4%
16 | CCNC(=O)NC(=O)C(C)OC(=O)CNS(=O)(=O)c1c(Cl)cc(Br)cc1Cl (configuration not stated) | 7% | -3% | -1% | -5% | 2% | 1%

no. | TSG101-PTAP inh | Tb PFK block | a7 integrin act | Mito fusion yeast | TSHR antag
9 | -3% | -4% | -21% | -3% | 3
10 | -1% | 6% | 0% | -1% | -12
11 | 0% | 1% | -9% | -1% | -6
12 | 4% | 1% | 0% | 0% | -14
13 | -4% | -1% | 22% | 3% | 3
14 | -5% | -1% | 0% | -5% | -11
15 | -3% | 1% | 20% | 7% | -1
16 | -1% | -7% | 0% | -2% | -1

Next entries
no. | Compound | Eya2 phos inh | AT treatment | ASM inhibitor | ELG1 repair inh | Chronic BCR inh | TCR activator
17 | COc1ccc(C(=O)/C(=C\c2ccco2)N2C=CC=CC2=C(C#N)C#N)cc1 | -13% | -4% | -5% | ? | ? | 1%
18 | COC(=O)C1=C(C)Nc2ncnn2C1c1ccc(C)o1 (configuration not stated) | 5% | -4% | 11% | 7% | 8% | 0%[46.1 µM]
19 | Cc1cccc(OCC(=O)N/N=C/c2cccn2C)c1 | 4% | -6% | 0% | 2% | -1% | 8%
20 | Cc1cc(NN)nc(NS(=O)(=O)c2ccccc2)n1 | 12% | 3% | 2% | 8% | ? | 2%
21 | COc1ccc(O)c(C=Nc2cc(NC(C)=O)c(Cl)cc2Cl)c1 | -2% | 6% | 4% | -1% | 1% | 5%[46.1 µM]
22 | CCOC(=O)C1(Cc2cccc(OC)c2)CCN(Cc2ccc(OC)c(OC)c2)CC1 | -10% | 1% | -1% | ? | ? | 4%
23 | COC(=O)[C@@]12CCCN1[C@H](c1ccc(-c3ccc(OC)cc3)cc1)[C@@H]1C(=O)N(C)C(=O)[C@@H]12 | 2% | 3% | ? | -29% | 19% | -1%
24 | COc1ccc(-c2cnc3n2CCCCC3)cc1 | 3% | 0% | 2% | 0% | 1% | 6%

no. | TSG101-PTAP inh | Tb PFK block | a7 integrin act | Mito fusion yeast | TSHR antag
17 | -7% | -14% | -55% | -18% | ?
18 | 0% | -2% | 0% | -7% | -3
19 | -3% | 1% | 20% | 0% | -3
20 | -4% | -1% | 8% | 8% | -35
21 | 0% | 1% | -1% | 2% | 4
22 | 1% | -1% | -9% | -3% | -9
23 | -3% | -4% | 13% | -12% | ?
24 | 0% | -6% | -6% | -5% | -8

3 entries picked at random from those above, as already listed:
no. | Compound | Eya2 phos inh | AT treatment | ASM inhibitor | ELG1 repair inh | Chronic BCR inh | TCR activator
17 | COc1ccc(C(=O)/C(=C\c2ccco2)N2C=CC=CC2=C(C#N)C#N)cc1 | -13% | -4% | -5% | ? | ? | 1%
21 | COc1ccc(O)c(C=Nc2cc(NC(C)=O)c(Cl)cc2Cl)c1 | -2% | 6% | 4% | -1% | 1% | 5%[46.1 µM]
24 | COc1ccc(-c2cnc3n2CCCCC3)cc1 | 3% | 0% | 2% | 0% | 1% | 6%

no. | TSG101-PTAP inh | Tb PFK block | a7 integrin act | Mito fusion yeast | TSHR antag
17 | -7% | -14% | -55% | -18% | ?
21 | 0% | 1% | -1% | 2% | 4
24 | 0% | -6% | -6% | -5% | -8

The results go on.
no. | Compound | Eya2 phos inh | AT treatment | ASM inhibitor | ELG1 repair inh | Chronic BCR inh | TCR activator
25 | COc1ccccc1-c1ccc(SCC(=O)N2CCOCC2)nn1 | 5% | 6% | 4% | 9% | 1% | ·
26 | Cc1c(Br)c([N+](=O)[O-])nn1CCCC(=O)N1CCN(c2ccccc2)CC1 | -2% | -9% | -1% | -21% | -10% | -3%
27 | COc1ccccc1NS(=O)(=O)c1cc(NC(=S)NCCN2CCOCC2)ccc1N1CCOCC1 | 8% | 0% | 1% | ? | -3% | -3%[46.1 µM]
28 | COc1ccc(OCC(O)CN(CCO)CC(O)Cn2ccc3ccccc32)cc1 (configuration not stated) | 1% | 8% | -1% | -8% | -1% | -4%[46.1 µM]
29 | CCC(NC(=O)CCl)c1ccc(C)cc1 (configuration not stated) | 2% | -2% | -4% | 0% | 2% | 0%
30 | CCn1c(SCC(=O)Nc2ccc(Br)cn2)nnc1C1CC1 | -4% | 10% | -2% | 14% | 7% | -2%

no. | TSG101-PTAP inh | Tb PFK block | a7 integrin act | Mito fusion yeast | TSHR antag
25 | -4% | 0% | -3% | -3% | -2
26 | -3% | -11% | -2% | 17% | -20
27 | -6% | ? | 35% | 2% | 2
28 | -2% | -2% | 3% | -1% | 14
29 | 0% | 1% | -10% | -1% | -9
30 | -2% | -1% | -27% | 0% | 14
